Bioassay records from PubChem BioAssay.
XiGFP reactiv = reactivates the inactive X chromosome in mouse fibroblasts; XiGFP mouse fibroblasts, % GFP-positive cells imaging, 3 d; cells co-treated with 5-aza-dC sensitizer; scaled so ellipticine positive control = 100%; 360,000 tested, 0.055% active; activation, % at 7.58 µM;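 active = mean normalized replicate activation at least 10% and every replicate at or above 10%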;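 note: 0% = median of on-plate neutral control wells and 100% = ellipticine 6 µM median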
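Material: XiGFP fibroblasts, SV40-immortalized. Buffer or medium: DMEM plus 5-aza-dC sensitizer. Compound: single concentration per compound, delivered by pin transfer. Times: 3 days compound exposure. Controls: ellipticine 6 µM.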
ERAP1 HTS inh = ERAP1 (human) enzyme inhibition; AID 652197; Q9NZ08; 340,000 tested, 0.15% active; inhibition, % at 10.7 µM; recombinant ERAP1, Leu-AMC fluorescence, 60 min;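 active = mean replicate inhibition of at least 30%, or all replicates individually reaching that 30% level; inactive = mean below 30% and not every replicate reaching it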;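 note: 0% = neutral control wells and 100% = L-leucinethiol positive control wells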
C2C12 statin = suppressors of simvastatin-induced myotoxicity in C2C12 myotubes; ATP luminescence, 48 h; scaled: DMSO 0, geranylgeraniol control 100; rescue of ATP level, % at 7.49 µM; 330,000 tested, 0.78% active; AID 602340;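 active = mean ATP rescue above about 67%, or every replicate alone reaching that limit, limit read from the data, passing the limit was not always enough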;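 note: myotubes were challenged with 10 µM simvastatin during compound exposure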
S100A4 MyoIIA = S100A4-myosin IIA interaction inhibition; P26447; inhibition, % at 10.7 µM; S100A4/TAMRA-MyoIIA peptide fluorescence polarization; 360,000 tested, 0.14% active; AID 652163;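 active = mean inhibition of at least 70% across replicates, with every replicate also reaching that level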
Target sequence (P26447 whole entry, looked up): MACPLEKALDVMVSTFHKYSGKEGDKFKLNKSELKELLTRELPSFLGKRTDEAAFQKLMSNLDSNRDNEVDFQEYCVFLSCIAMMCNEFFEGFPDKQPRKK
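incubation = readout 5 min after mixing, signal stable up to 60 min | system = S100A4 monomer protein | buffer or medium = HEPES pH 7.2 with CaCl2, KCl, NaCl, DTT, Triton | benchmarks = neutral control DMSO, positive control TFP | also added = fluorescent myosin IIA peptide, 5 nM | compound dosing = one concentration per compound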
Cneo AK release = causes C. neoformans cell lysis | adenylate kinase release luminescence, 4 h; normalised: neutral wells 0, clomiphene wells 100 | lysis activity, % at 15 µM | 360,000 tested, 0.2% active | AID 651654;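 active = mean lysis activity across replicates of at least 80%, whatever share of replicates individually reach that level; inactive = mean lysis activity below 80%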
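Schedule: static 4 h at 37 °C with compound, 1 h detection; system: C. neoformans cells; benchmarks: Clomiphene as positive control; buffer or medium: fresh YPD medium; measure: luminescence rise reflecting yeast cell lysis; measured by: luminescent adenylate kinase detection reagent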
LGR2 antag = Drosophila LGR2 receptor signaling inhibition; HEK293 LGR2, CRE-luciferase, bursicon-stimulated, 4 h; inhibition, % at 9.99 µM; 380,000 tested, 0.35% active;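 active = drop in luminescence signal, shown as inhibition above about 50% in the replicate tests, limit read from the data, passing the limit was not always enough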;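 note: agonist challenge used bursicon conditioned medium at about half maximal strength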
SIRT5 block = sirtuin-5 (human) deacylase inhibition; Q9NXA8; Purified SirT5, succinyl-peptide AMC, trypsin-coupled fluorescence; inhibition, % at 15 µM; 330,000 tested, 1.1% active; AID 652115; in the data active = inhibition above about 15%
Target sequence (Q9NXA8 whole entry, looked up): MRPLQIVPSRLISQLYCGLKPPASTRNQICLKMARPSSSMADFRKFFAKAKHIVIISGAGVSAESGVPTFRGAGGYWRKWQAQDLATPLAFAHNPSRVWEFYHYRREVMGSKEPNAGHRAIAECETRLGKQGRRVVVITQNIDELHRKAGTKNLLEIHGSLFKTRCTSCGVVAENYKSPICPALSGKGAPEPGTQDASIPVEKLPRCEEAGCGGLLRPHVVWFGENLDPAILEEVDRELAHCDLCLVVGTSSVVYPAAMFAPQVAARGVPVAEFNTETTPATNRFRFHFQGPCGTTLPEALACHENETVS
PGC1a acetyl inh = lowers PGC1a acetylation signal in U2OS cells | AlphaScreen anti-acetyl-lysine; with virally co-expressed GCN5 acetyltransferase | 350,000 tested, 0.17% active | inhibition, % at 15.6 µM | AID 651687;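 active = every replicate shows inhibition of at least 40%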;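 note: 0% = neutral control wells and 100% = positive control wells; some results beyond the cut were filed as inactive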
* hit, by the source's call; · = no result given. Some of the compounds tested; count on the stated rates, not on these rows.

Every second line gives: XiGFP reactiv	ERAP1 HTS inh	C2C12 statin	S100A4 MyoIIA	Cneo AK release	LGR2 antag	SIRT5 block	PGC1a acetyl inh
> C[C@H](NC(=O)C[C@H]1CC[C@H]2[C@@H](COc3ccc(NS(=O)(=O)c4ccc(Cl)cc4)cc3C(=O)N2C)O1)c1ccccc1
→ 0.0	-2	-33	7	2	7	2	-5
> O=C(C[C@@H]1CC[C@H]2[C@@H](COC[C@@H](O)CN2Cc2cc(F)ccc2F)O1)NCc1ccc(F)cc1
→ 0.2	-2	25	6	-3	-3	7	-4
> Cc1noc(C)c1S(=O)(=O)N(C)C[C@H]1Oc2ccc(NC(=O)CCCCCC(=O)Nc3ccccc3N)cc2CC(=O)N([C@@H](C)CO)C[C@H]1C
→ -1.4	2	·	-10	·	4	-7	-2
> Cc1ccc2oc(C(=O)NCC(c3ccco3)N(C)C)c(C)c2c1 (configuration not stated)
→ 0.0	2	2	5	-2	-15	0	-4
> Cc1ccnc2c1ccc1cccnc12
→ 0.0	-2	-80	1	11	14	-2	·
> Cc1nnc(NC(=O)C2CCN(C(=O)c3ccco3)CC2)s1
→ 0.0	-2	7	4	4	-3	1	·
> CC(C1CC1)N(Cc1ccccc1)C(=S)Nc1ccccc1 (configuration not stated)
→ 0.0	-1	-18	0	2	-8	-3	-6
> CCNC(=O)/C(=C\c1ccccc1)NC(=O)/C=C/c1ccccc1
→ 0.0	·	·	·	1	9	·	3
> COC(=O)c1sc(S(=O)(=O)NCc2ccccc2)c(C(=O)OC)c1C
→ ·	·	-1	·	0	11	·	10
> CCN(CC)C(=O)[C@H]1C[C@H](CC(=O)NCCc2ccccn2)C(=O)N2CCc3c([nH]c4cc(CCC(=O)N(C)C)ccc34)[C@]12C
→ -0.2	0	5	-1	-1	-15	7	-2
> CNC(=O)c1cccc2cccc(Sc3ccccc3C(=O)O)c12
→ -0.1	3	·	-3	·	6	-1	·
> COC(=O)c1ccc(CSc2nnc3c(Cl)cc(Cl)cn23)o1
→ ·	-1	4	-1	5	-3	-1	-9
> COC(=O)c1ccc(N/C=C/C(=O)c2ccccc2)cc1
→ 0.0	-2	0	4	-2	-37	1	1
> COc1cccc(C2=NCCc3cc4c(cc32)OCO4)c1OC
→ 0.0	·	·	·	2	21	·	-5
> COc1ccc(N2CCN(C(=O)COC(=O)[C@@H](NC(=O)OCc3ccccc3)C(C)C)CC2)cc1
→ 0.0	2	-1	-5	-3	0	1	·
> COc1cccc(S(=O)(=O)N(C)C[C@H]2OCc3ccccc3-c3ccccc3C(=O)N([C@H](C)CO)C[C@@H]2C)c1
→ 0.7	-3	21	7	0	-4	2	-16
> COc1cccc(NC(=O)CN(C)C(=O)c2cccc(S(=O)(=O)Nc3ccc(C)cc3)c2)c1
→ 0.2	-5	6	2	2	-11	4	-11
> Cc1ccc(C(=O)NCCc2nnc3ccc(NCCCN4CCOCC4)nn23)cc1
→ 0.0	-5	-4	6	3	7	1	·
> Cc1ccsc1C(=O)C1CCCN(Cc2cc(F)ccc2-n2cccn2)C1 (configuration not stated)
→ 0.0	-3	·	3	·	11	7	·
> O=C(Oc1ccc(=O)[nH]n1)c1ccccc1
→ 0.0	-5	-10	-2	0	12	1	5
> CCc1cc2c(NC(Cc3c[nH]c4ccccc34)C(=O)O)nc(C)nc2s1 (configuration not stated)
→ -0.2	-1	·	0	·	-3	-2	·
> COc1cc2c(cc1OC)C(C(=O)NC(C)c1ccccc1)CC(=O)N2 (configuration not stated)
→ 0.2	1	17	-8	1	14	-3	0
> Fc1cccc(F)c1-n1c(CN2CCCCC2)csc1=S
→ 0.1	12	·	-11	·	8	-5	·
> CC1(C)CC(=O)C(CC(=O)N2CCC(Cc3ccccc3)CC2)C(=O)C1
→ 0.0	-1	·	0	·	4	-1	·
> O=C(CN1C(=O)S/C(=C\c2ccc(O)cc2)C1=O)c1ccccc1
→ 0.0	9	·	-3	·	-38	-2	0
> O=C(O)CC1(CC(=O)Nc2ccccc2C(=O)c2ccccc2)CCCC1
→ 0.0	-1	·	-3	·	·	1	·
> c1ccc(CCNc2ncnc3ccccc23)cc1
→ 0.2	4	·	-7	·	-43	-1	·
> COC(=O)c1ccccc1NS(=O)(=O)c1ccc(Cl)nc1
→ -0.1	-1	9	23	0	28	13	-4
> N#C/C(=C\c1ccc(-c2ccccc2Cl)o1)C(=O)Nc1nc2ccccc2s1
→ 0.0	2	·	-3	-1	-13	-2	2
> C[C@@H]1CN([C@H](C)CO)S(=O)(=O)c2ccc(C3=CCCC3)cc2O[C@@H]1CN(C)Cc1ccccn1
→ 0.1	1	-14	-10	-4	15	1	-1
> Cc1noc(C)c1S(=O)(=O)Nc1ccc2c(c1)C(=O)N([C@@H](C)CO)C[C@@H](C)[C@@H](CN(C)Cc1ccc(C(=O)O)cc1)OCCCC[C@@H](C)O2
→ -0.2	-4	·	7	0	-6	-4	15
> C[C@@H]1CN([C@@H](C)CO)C(=O)c2cccc(NC(=O)Nc3ccc4c(c3)OCO4)c2O[C@@H]1CN(C)C(=O)Nc1ccc(F)cc1
→ 0.1	·	0	·	-5	-20	·	1
> O=C(NC1CC1)c1ccc(-c2ccccc2)cc1
→ 0.2	-1	·	-20	·	-38	3	-5
> CCN(C(=O)c1cc(S(=O)(=O)N2CCCC2)ccc1C)C1CCS(=O)(=O)C1 (configuration not stated)
→ 0.2	-2	-2	-3	-1	-20	3	-2
> O=C(COC(=O)Cc1ccccc1F)NCCNC(=O)COC(=O)Cc1ccccc1F
→ 0.1	-5	·	1	2	-24	1	·
> COc1ccc2c3c([nH]c2c1)[C@H](CO)N(C(=O)c1ccc(F)cc1)CC31CCN(S(=O)(=O)c2cccs2)CC1
→ 0.0	·	·	39	·	5	0	1
> Cc1ccc(Sc2nc3ccc(C)cn3c(=O)c2/C=N/O)cc1
→ 0.2	-2	-2	0	-1	·	2	17
> CC(=O)OCCSc1c(-c2ccccc2)c2cc(Cl)ccc2[nH]c1=O
→ 0.1	·	-2	·	0	-9	·	6
> C[C@H]1CN([C@@H](C)CO)C(=O)c2cc(NC(=O)CCCCCC(=O)Nc3ccccc3N)ccc2O[C@@H]1CN(C)S(C)(=O)=O
→ 0.0	1	·	-3	·	6	·	-8
> COc1ccc(Nc2nc(N)c(C(=O)c3ccc(OC)cc3)s2)cc1
→ 0.7	-1	-33	0	-7	21	2	-83

Just C2C12 statin, ERAP1 HTS inh and Cneo AK release, for 3 of the compounds above:
SMILES	C2C12 statin	ERAP1 HTS inh	Cneo AK release
CC(=O)OCCSc1c(-c2ccccc2)c2cc(Cl)ccc2[nH]c1=O	-2	·	0
C[C@H]1CN([C@@H](C)CO)C(=O)c2cc(NC(=O)CCCCCC(=O)Nc3ccccc3N)ccc2O[C@@H]1CN(C)S(C)(=O)=O	·	1	·
COc1ccc(Nc2nc(N)c(C(=O)c3ccc(OC)cc3)s2)cc1	-33	-1	-7

Continuation.
Every second line gives: XiGFP reactiv	ERAP1 HTS inh	C2C12 statin	S100A4 MyoIIA	Cneo AK release	LGR2 antag	SIRT5 block	PGC1a acetyl inh
> CC(CC(=O)Nc1cccnc1)c1ccccc1 (configuration not stated)
→ 0.2	-1	0	2	1	7	-3	3
> CC(C)NC(=O)Nc1ccc2c(c1)C(=O)N([C@H](C)CO)C[C@H](C)[C@H](CN(C)S(=O)(=O)c1ccccc1)OCCCC[C@H](C)O2
→ 0.0	-2	·	4	-2	-14	4	-12
> O=C(O)c1ccccc1C=NN1CCCCCC1
→ 0.0	-4	2	-14	2	1	6	-13
> Cc1cccc(NC(=O)COC(=O)c2ccc(C)c(S(=O)(=O)N3CCCCC3)c2)c1
→ -0.1	5	4	0	2	14	-14	·
> Cc1ccc(NC(=S)N(C)C)cc1C
→ 0.0	2	·	-3	1	-3	-3	-6
> O=C(Nc1ccc(F)cc1)c1ccc2c(=O)n3c(nc2c1)CCCCC3
→ 0.2	-1	-20	-1	-2	-47	·	-2
> O=C1CC(C(=O)N2CCN(c3ccccc3O)CC2)CN1Cc1ccccc1 (configuration not stated)
→ 0.8	1	9	10	-1	-1	-2	·
> Cc1nc(Nc2ccc(Br)cc2Br)c([N+](=O)[O-])c(=O)[nH]1
→ 0.1	-1	-10	2	-2	7	·	·
> COc1cc2c(cc1OC)CN(C(=O)c1cccc(S(=O)(=O)N(C)C)c1)CC2
→ 0.0	0	4	1	0	-2	9	0
> COCCN1CC(C(=O)NCCc2nc(C)c(C)s2)CCC1=O (configuration not stated)
→ -0.1	0	-8	-1	1	-6	-5	12
> Cn1cccc1C(=O)NC(=O)COC(=O)CNC(=O)CNC(=O)c1ccc(Cl)cc1Cl
→ 0.0	-6	-2	-4	·	10	1	-2
> CCCCN(C)C(=O)c1cc2c(s1)-c1ccccc1S(=O)(=O)C2
→ 0.1	·	-10	-1	2	-4	-1	4
> COc1ccc(-c2nc3ccc(Cl)cn3c2NC2CCCCC2)cc1SC1CCCCC1
→ 0.0	-4	-10	-7	2	6	-6	6
> COc1cc(NC(=O)CSCC(=O)Nc2cccc(C(F)(F)F)c2)c(Cl)cc1Cl
→ ·	-1	-19	-1	-2	13	-5	-28
> COc1cccc(C(C(=O)NCC2CCCO2)N(C(=O)Cn2nnc3ccccc32)c2ccc(NC(C)=O)cc2)c1 (configuration not stated)
→ 0.0	-4	35	-3	5	2	4	·
> COc1ccc(S(=O)(=O)N(C)C[C@@H]2OCCCC[C@H](C)Oc3ccc(NC(=O)C4CCCCC4)cc3C(=O)N([C@@H](C)CO)C[C@@H]2C)cc1
→ -0.2	0	·	-3	0	-14	5	-1
> CO/N=C/C(C#N)=C/c1ccc(OC)c(OC)c1
→ 0.0	-5	·	0	·	·	2	·
> CC(C)NC(=O)N(C)C[C@H]1Oc2c(NC(=O)C3CCOCC3)cccc2C(=O)N([C@H](C)CO)C[C@@H]1C
→ 0.0	-1	-11	7	-2	8	-3	18
> COc1ccc(S(=O)(=O)Nc2ccc3c(c2)C(=O)N([C@H](C)CO)C[C@H](C)[C@H](CN(C)S(=O)(=O)c2ccc(C)cc2)O3)cc1
→ -0.1	1	31	4	0	23	-1	1
> CN(Cc1ccc(Cl)cc1)C(=O)c1ccccc1SCC(=O)N1CCCC1
→ -0.1	-1	19	0	3	9	5	·
> Cc1ccc(S(=O)(=O)N[C@H]2CC[C@@H](CC(=O)NCCN3CCCCC3)O[C@H]2CO)cc1
→ 0.3	-1	-2	-10	-3	-6	-1	3
> CC(C)C[C@@H](COCc1ccc([N+](=O)[O-])cc1)N1CCN(C(=O)c2ccc(C(F)(F)F)cc2)CCC1=O
→ 0.0	·	·	-3	·	-4	1	·
> C(=C\c1ccccc1)/CN1CCN(C(c2nnnn2C2CCCCC2)C2CC2)CC1 (configuration not stated)
→ ·	-5	1	5	-11	-22	-2	-3
> CCCN1C[C@H](C)[C@@H](OC)CN(C)C(=O)c2cc(NC(=O)CC)ccc2OC[C@H]1C
→ 0.1	·	-3	·	·	5	·	6
> COCCCN1C(=O)C(CC(=O)NCc2cccc3ccccc23)CC(C(=O)N2CCOCC2)=C1C (configuration not stated)
→ 0.0	·	0	2	-1	6	1	6
> O=S1(=O)CCN(Cc2ccncc2)CC1
→ 0.0	-4	-6	-16	2	-12	3	-9
> CC(CC(=O)Nc1ccc(Cl)c(S(=O)(=O)N2CCOCC2)c1)c1ccccc1 (configuration not stated)
→ 0.1	4	·	-22	·	7	-1	·
> Cc1ccc(S(=O)(=O)N2CCCCC2)cc1NC(=O)c1ccc2c(c1)OCO2
→ 0.0	-2	·	3	·	3	-1	·
